ZTA counter – blocks Epstein-Barr virus ZTA, an EBNA-1 counter-screen. P03206. inhibition, % at 11 µM. 320,000 compounds, 0.15% hits. ZTA-DNA binding, fluorescence polarization. AID 2234; in the data active = inhibition above about 33%
MEP2 TOR yeast – alters MEP2-GFP fluorescence in TOR pathway yeast screen | 330,000 compounds, 0.51% hits | S. cerevisiae MEP2-GFP strain, flow cytometry GFP, 3 h; 100% = DMSO control level | GFP response vs DMSO, % at 10 µM;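 active = GFP response versus DMSO above a set limit, roughly screen mean plus 3 SD, cut at about 180% in these data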;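 note: median GFP fluorescence of the barcode-gated MEP2-GFP cells per well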
RPL19A TOR yeast – yeast TOR pathway RPL19A-GFP modulation. S. cerevisiae RPL19A-GFP strain, flow cytometry, 3 h; stronger effect = lower value. percent response vs DMSO, % at 10 µM. 330,000 compounds, 0.3% hits. AID 2025;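 active = percent response vs DMSO below 50%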;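 note: median channel GFP fluorescence of the barcoded RPL19A-GFP strain; ratio of sample median GFP to plate DMSO average so 100% = DMSO; lower means less RPL19A-GFP as with rapamycin TOR inhibition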
LAP4-GFP MLPCN – yeast TOR pathway LAP4-GFP modulation; AID 2023; GFP response vs DMSO, % at 10 µM; S. cerevisiae LAP4-GFP multiplex, flow cytometry GFP, 3 h; median GFP as percent of DMSO wells; 320,000 compounds, 0.34% hits;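 active = GFP response vs DMSO above a set limit, about the screen mean plus 3 SD, cut at about 150% in these data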
AHR act – activates the human aryl hydrocarbon receptor. AID 2796. AHR-responsive luciferase reporter cells, luminescence. 320,000 compounds, 2.5% hits. P35869. activation, % at 5 µM; in the data active = activation above about 47%;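 note: 0% = vehicle wells and 100% = reference agonist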
EBNA-1 inh – blocks EBNA-1 binding to DNA; inhibition, % at 14.8 µM; 300,000 compounds, 0.34% hits; AID 1950; EBNA-1 DNA binding, fluorescence polarization; in the data active = inhibition above about 28%
proCasp7 act – counter-screen: procaspase-7 (human) activation; P55210; recombinant procaspase-7, Ac-DEVD-pNA absorbance 405 nm; D23A/D198A/D206A triple mutant, cannot self-cleave; scale: DMSO 0, 5 µM enzyme 100; activation, % at 8.5 µM; 330,000 compounds, 0.093% hits;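 active = percent activation above the screen-wide mean plus 3 SD, cut at about 25% in these data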
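Detection: p-Nitroaniline absorbance at 405 nm, read at 0 and 120 min; system: Uncleavable procaspase-7 mutant enzyme; evaluation: % activation from two-timepoint absorbance difference, scaled to controls; times: 1 h enzyme–compound preincubation and 2 h substrate reaction, both 25 °C; buffer or medium: Zinc-free HEPES pH 7.4 with 300 mM NaCl, 0.01% Triton X-100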
proCasp3 act – activators of human procaspase-3; P42574; recombinant procaspase-3 D3A, Ac-DEVD-pNA absorbance 405 nm; activation, % at 8.5 µM; 330,000 compounds, 0.11% hits;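 active = activation above the mean of all tested compounds plus 3 SD, cut at about 21% in these data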;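 note: 0% = DMSO alone and 100% = DMSO wells spiked with extra 5 µM PC-3 D3A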
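System: Procaspase-3 D3A mutant. Medium: Zinc-free 300 mM NaCl, 50 mM HEPES, 0.01% Triton X-100. Schedule: 1 h preincubation plus 2 h reaction at 25 °C. Measured by: 405 nm absorbance of p-nitroaniline, reads at 0 and 120 min. Read-out: percent activation relative to control range.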
* marks the source's active call; other numbers are inactive results; . = no result given; [ ] = dose if it differs, or a comment.

Each structure is followed by: EBNA-1 inh	AHR act	LAP4-GFP MLPCN	ZTA counter	RPL19A TOR yeast	proCasp7 act	proCasp3 act	MEP2 TOR yeast
> Cc1onc(-c2c(Cl)cccc2Cl)c1C(=O)NCCc1ccc(S(N)(=O)=O)cc1
 : 8.7	-1.4	88.8	0.0	99.6	5.7	-4.4	102.8
> COc1ccc(OCCSc2nnc(C(C)NC(=O)c3ccccc3F)n2C)cc1 (stereo not given)
 : -8.4	-1.0	109.0	-28.4	97.5	12.1	13.1	109.2
> O=C(NC1CCCCCC1)C1CCN(S(=O)(=O)c2cnc[nH]2)CC1
 : 1.6	-0.2	89.2	-11.0	105.8	-1.4	11.1	108.1
> COc1ccc(OCCCC(=O)Nc2cccc(S(=O)(=O)N3CCCCCC3)c2)cc1
 : .	1.4	103.6	7.4	99.5	-13.8	-2.4	100.7
> Cc1nnc(SCC(C)C)[nH]c1=O
 : 2.7	-2.5	103.5	1.7	92.2	1.6	-0.2	103.2
> CC1(C)CC(=O)C(C=NCCN2CCN(CC(=O)Nc3ccccc3)CC2)=C(O)C1
 : 12.5	6.1	93.2	5.2	96.4	11.0	-2.2	89.6
> O=C(c1ccc(Cl)cc1)C1CCN(Cc2ccccc2)CC1
 : -10.4	2.8	78.5	-20.8	86.5	5.6	0.7	91.1
> Cc1nn2c(NCCN3CCOCC3)c3c(nc2c1-c1ccccc1)CCCC3
 : -5.9	-3.5	102.7	-4.7	94.7	4.8	-6.8	96.3
> O=C1C(Cl)=C(N2CCCC2)C(=O)N1c1ccccc1F
 : 2.5	-0.3	95.6	6.9	100.0	-2.4	-24.6	107.8
> CC1CCN(c2c(NCC3CCC(C(=O)N4CCCCC4)CC3)c(=O)c2=O)CC1 (stereo not given)
 : 15.8	-1.3	99.3	-6.8	103.8	2.7	-3.3	104.8
> CCN(C(=O)c1cc2c(=O)n3cccc(C)c3nc2s1)C1CCCCC1
 : -2.4	6.7	75.9[may fluoresce violet]	0.3	53.7[may fluoresce violet]	2.0	-0.2	190.2*[may fluoresce violet]
> O=C(c1ccc2c3n(nc2c1)-c1ccccc1CO3)N1CCOCC1
 : 0.4	-1.1	105.5	-1.4	101.0	7.2	-3.1	91.3
> Cn1c(COc2ccccc2)nnc1SCc1nc2ccccc2[nH]1
 : 8.7	15.0	97.2	-13.1	95.5	-0.4	1.0	100.4
> COc1ccccc1-n1c(SCc2cc(=O)oc3cc(O)ccc23)nc2ccccc2c1=O
 : 11.0	8.7	104.2	12.4	93.3	13.7	12.4	103.9
> CC1SC(C)C(=O)N(CC(=O)Nc2ccc3c(c2)OCO3)C1=O (stereo not given)
 : 0.9	7.1	89.8	5.1	108.5	6.2	2.4	96.2
> COc1ccc(-n2c(SCC(=O)Nc3nccs3)nc3c(c2=O)SC(C)C3)cc1 (stereo not given)
 : -8.7	6.8	93.6	-13.7	97.3	7.5	2.2	97.4
> CCOC(=O)c1ccc(S(=O)(=O)N2CC(=O)Nc3ccccc32)cc1
 : -12.5	20.1	97.4	8.0	101.0	-7.1	-5.2	108.3
> Cc1ccc2c(Cn3ccnc3)cc(=O)oc2c1C
 : -17.5	18.8	97.8	-23.1	109.2	7.1	2.3	116.0
> COc1ccc(-c2nnc3n2-c2ccccc2SC3)cc1OC
 : -10.0	3.1	94.8	-6.2	99.9	-9.5	-5.2	104.6
> CC(=O)Nc1cccc(NC(=O)COc2ccc3c(c2)CCC3)c1
 : .	-0.3	99.5	-1.1	98.1	5.8	-2.0	98.9
> CCOC(=O)N1CCN(C(=O)CNC(=O)c2nn(-c3ccc(OC)cc3OC)c(=O)c3ccccc23)CC1
 : -2.6	10.4	104.4	-7.0	100.4	1.4	2.9	110.0
> COc1cccc(CN2c3ccc(Br)cc3C(=O)CS2(=O)=O)c1
 : .	3.3	127.8	-19.6	96.9	-3.9	7.4	104.0
> CC1=CC(C)(C)Nc2ccc(OC(=O)CN3C(=O)CCC3=O)cc21
 : 14.3	-5.9	98.0	10.5	96.6	-4.8	-1.3	99.1
> CC(C)(C)OC(=O)C[C@@H]1C/C=C\C[C@H](CC(=O)NCCO)C(=O)N[C@H](Cc2ccccc2)COC1=O
 : .	1.9	97.1	.	100.0	0.2	9.7	95.8
> Cc1ccccc1OCC(=O)NCc1ccccc1
 : -2.6	-1.9	100.2	-4.1	103.6	-0.4	-0.8	94.2
> COc1ccc(/C=C/C(=O)C23CC4CC(CC(C4)C2)C3)cc1CN1CCOCC1
 : -3.2	1.3	107.1	3.7	103.2	6.7	4.3	101.2
> COc1ccc(C(OC(=O)c2ccco2)C(=O)NC(C)(C)C)cc1 (stereo not given)
 : 10.1	-1.4	107.8	10.7	104.6	5.5	0.1	97.7
> Oc1c(Br)cc(Br)cc1/C=N/NC(=S)N[C@H]1CC2C=CC1C2 (stereo not given in full)
 : -3.9	26.8	99.5	8.8	98.3	19.2	23.1*	102.8
> CCc1c(C)nc2c(C)cccc2c1SCCC#N
 : -6.6	-1.7	95.7	-22.5	103.5	-0.7	1.4	100.7
> Cc1ccnc(N2C(=O)OC(C)(C)C2(C)O)c1 (stereo not given)
 : -8.9	4.3	100.3	-2.6	102.4	-3.8	-0.3	104.8
> COC(=O)CCC(=O)NC(=S)Nc1cc(Cl)ccc1Cl
 : 2.2	0.6	105.5	11.3	93.0	-4.0	0.0	93.8
> COc1cccc(NC(=O)COC(=O)C2CC3CCCC(C2)C3=O)c1 (stereo not given)
 : .	0.9	116.2	-0.7	101.4	5.3	3.7	102.7
> COc1ccc(-c2nn(-c3ccccc3)cc2C(=O)O)cc1
 : 10.3	1.4	102.8	1.0	97.2	4.3	9.7	96.8
> O=C(c1cccc2ccccc12)N1CCN(CC2CC=CCC2)CC1 (stereo not given)
 : 0.7	1.2	99.8	-10.9	95.2	4.6	5.9	101.4
> CCOc1ccc(NCCC(O)c2ccc(F)cc2)cc1 (stereo not given)
 : -2.7	13.7	95.0	-3.9	104.9	-15.9	-7.2	84.8
> COC(=O)C1=C(C)N(C(C)c2ccccc2)C(=O)C1 (stereo not given)
 : -7.4	0.5	93.8	-0.9	102.7	-5.4	-5.9	94.2
> COc1ccc(C2OC(=O)CC2C(=O)NC2CCCC(C)C2C)cc1OC (stereo not given)
 : -15.6	-0.5	99.9	2.9	95.1	15.1	2.8	98.0
> Cc1ccccc1Cn1cc(S(=O)(=O)CC(=O)Nc2nccs2)c2ccccc21
 : 5.2	1.2	96.6	-5.1	97.5	11.3	-6.7	98.9
> COc1ccccc1CNC(=O)CNC(=O)c1cn(-c2ccccc2OC)c(=O)c2ccccc12
 : 8.8	-0.3	95.4	-6.0	94.7	4.4	1.0	92.8
> COc1ccc(/C=C/c2c(-c3ccc(OC)cc3)oc(=O)c3cc(OC)c(OC)cc23)cc1
 : .	7.3	92.0	.	94.2	-2.6	-5.5	95.4
> COc1cccc(/C=N/NC(=O)C(C)Cn2cnc3ccccc32)c1 (stereo not given)
 : -9.5	16.6	108.8	1.0	100.8	3.1	-4.1	102.8
> Brc1ccc(Oc2ncc(CN3CCOCC3)s2)cc1
 : 7.5	2.8	99.9	8.3	99.2	10.1	1.9	105.1
> O=C(COC(=O)/C=C/c1ccccc1[N+](=O)[O-])NC1CC1
 : -1.9	14.9	102.1	-6.5	94.3	3.8	4.0	91.3
> COc1ccc(Cn2c(CCC(=O)NCc3ccco3)nc3cccnc32)cc1
 : 5.2	0.7	94.4	-11.8	99.3	-6.2	4.2	98.0
> CC(=O)N/C(=C\c1ccccc1Cl)C(=O)O
 : 9.4	0.6	105.4	9.9	107.9	-6.3	1.2	100.1
> COc1ccc(CCNC(=O)CCN2C(=O)COc3ccc(C)cc32)cc1OC
 : 3.8	-1.9	114.5	6.6	107.8	6.4	2.3	105.3
> Cc1cc(C)n2nc(C(F)(F)F)c(-c3ccccc3)c2n1
 : -9.4	3.5	105.2	-10.4	105.0	7.2	7.8	110.9
> Cc1cc(NS(=O)(=O)c2ccc(NC(=O)c3cc4cc(Br)ccc4oc3=O)cc2)no1
 : 11.2	2.3	91.7	12.9	94.5	6.6	-5.3	97.7
> CCCOC(=O)c1ccc(Oc2coc3c(CN(CC)CC)c(O)ccc3c2=O)cc1
 : 1.0	0.7	106.0	-5.1	109.0	-9.1	-2.8	110.6
> O=Cc1c(NCCCN2CCCC2=O)c2ccccc2[nH]c1=O
 : 3.0	-2.9	100.2	0.8	103.9	6.2	4.5	106.6
> COc1ccccc1CNC(=O)CN1C(=O)NC(Cc2ccccc2)(c2ccccc2)C1=O (stereo not given)
 : .	1.6	88.4	.	98.0	-9.5	8.9	89.4
> O=C(NCCCN1CCCC1=O)Nc1ccc(Br)cc1Cl
 : 5.2	14.3	94.3	12.7	102.9	5.3	9.7	90.6
> COc1ccccc1CN1CCCC(CN(CCN(C)C)C(=O)c2ccc(C)cc2)C1 (stereo not given)
 : 10.4	0.1	101.0	-4.2	96.0	7.2	-6.5	102.2
> O=[N+]([O-])c1cc(C(F)(F)F)cc([N+](=O)[O-])c1NCCNC(=S)Nc1cccc(F)c1
 : -1.4	3.3	.	-6.3	94.5	-4.3	0.7	94.4
> C=C1CCC2C(C)(C)[C@@H](O)CC[C@@]2(C)[C@@H]1COc1ccc2ccc(=O)oc2c1 (stereo not given in full)
 : 2.1	24.7	111.0	-1.6	104.8	16.1	6.3	88.5
> CCOc1cc(/C=C2/C(=N)N3C(=NC2=O)SN=C3S(C)(=O)=O)ccc1OC(=O)c1ccco1
 : 1.1	6.6	68.1	-1.3	96.1	1.7	5.5	88.2
> C#CCOC(=O)c1ccccc1C(=O)n1nnc2ccccc21
 : 1.6	-1.3	107.2	17.6	97.8	0.9	14.2	103.0
> CCOc1cc(CO)cc(Br)c1OCC(=O)O
 : -10.6	-2.8	99.3	-5.3	98.1	4.6	-4.8	96.8
> Cc1cccc(C2Nc3ccccc3C(=O)N2c2ccc(F)cc2)n1 (stereo not given)
 : 7.0	3.3	89.0	-2.8	92.0	13.2	-1.2	99.6
> Cn1nccc1C(=O)N1CCN(c2ccc(F)cc2)CC1
 : -15.0	-1.2	96.8	-2.6	97.4	3.3	6.3	98.8

Carrying on:
Each structure is followed by: EBNA-1 inh	AHR act	LAP4-GFP MLPCN	ZTA counter	RPL19A TOR yeast	proCasp7 act	proCasp3 act	MEP2 TOR yeast
> CC(C)c1ccc(N(C(=O)c2snc(C(N)=O)c2N)C(C(=O)NC2CCCC2)c2ccncc2)cc1 (stereo not given)
 : 1.2	7.7	97.7	-8.1	102.0	-6.0	2.9	115.4
> CC(C)CCN1CCN(Cc2coc3ccccc3c2=O)CC1CCO (stereo not given)
 : 6.5	4.5	89.7	13.3	102.3	-6.1	7.3	104.8
> CS(=O)(=O)N(CC(=O)Nc1ccc2c(c1)OCCO2)c1ccc2c(c1)OCO2
 : 6.4	11.6	99.8	-7.1	103.8	0.5	-1.2	104.9
> CC(=O)c1cc(C#N)c(N2CC(C)OC(C)C2)nc1C (stereo not given)
 : -2.8	2.1	90.6	-3.2	92.7	11.4	2.1	95.6
> O=C1NCCCC1C(=O)NCCN1C(=O)CCC1=O (stereo not given)
 : -1.4	0.7	98.0	-4.2	99.4	-4.6	4.3	100.9

Part of the list above, with bars between the fields:
molecule | EBNA-1 inh | AHR act | LAP4-GFP MLPCN | ZTA counter | RPL19A TOR yeast | proCasp7 act | proCasp3 act | MEP2 TOR yeast
O=C(COC(=O)/C=C/c1ccccc1[N+](=O)[O-])NC1CC1 | -1.9 | 14.9 | 102.1 | -6.5 | 94.3 | 3.8 | 4.0 | 91.3
COc1ccc(Cn2c(CCC(=O)NCc3ccco3)nc3cccnc32)cc1 | 5.2 | 0.7 | 94.4 | -11.8 | 99.3 | -6.2 | 4.2 | 98.0
CC(=O)N/C(=C\c1ccccc1Cl)C(=O)O | 9.4 | 0.6 | 105.4 | 9.9 | 107.9 | -6.3 | 1.2 | 100.1
